Source: PubChem (several laboratories)
ssDAF12 agonist = activates DAF-12 receptor from parasite S. stercoralis; activation, % at 6.8 µM; HEK293 ssDAF-12/GRIP1 lit1-tk-luc reporter, luminescence; % of 3 µM dafachronic acid response; actives 1% (n = 370,000);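 active means activation above the mean over all tested compounds plus 3 SD, cut at about 0.9% in these data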;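 further: 0% = DMSO-only wells and 100% = 3 µM delta7-dafachronic acid wells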
NR1D1 modulator = Rev-erb alpha (human) modulation; P20393; Rev-erbα–FITC-DNA binding, fluorescence polarization, 90 min; activity, % at 10 µM; actives 0.79% (n = 370,000); AID 1259318;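 active means activity above about 14%, limit read from the data; passing the limit was not always enough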;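 further: 0% = DMSO wells with 35 nM protein and 100% = DMSO wells with 750 nM protein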
DAX1 inh-1 = DAX1 (NR0B1) inhibition, primary screen | HEK293T StAR-luciferase reporter, SF-1/DAX-1 repression relief | inhibition, % at 6.8 µM | actives 1.1% (n = 370,000) | AID 652010;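 active means inhibition above the mean over all tested compounds plus 3 SD, cut at about 3.6% in these data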;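 further: 0% = DAX-1 cells with DMSO and 100% = cells lacking DAX-1 with DMSO; higher inhibition means more luminescence from relief of DAX-1 repression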
hcDAF-12 act = H. contortus DAF-12 activation, primary screen; actives 1.4% (n = 370,000); activation, % at 6.8 µM; AID 652067; HEK293 hcDAF-12 lit1-tk-luc reporter, luminescence; 0% DMSO, 100% Δ7-dafachronic acid;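 active means activation above the mean of all tested compounds plus 3 SD, cut at about 5.5% in these data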;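 further: 100% = response to 3 µM Δ7-dafachronic acid high control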
hgDAF-12 ag = activates the H. glycines DAF-12 receptor ligand-binding domain; activation, % at 6.8 µM; actives 1.8% (n = 370,000); HEK293 GAL4-hgDAF12 UAS-luciferase reporter, agonist luminescence; normalized to butyrate control;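 active means activation above a cutoff set at the mean of all screened compounds plus 3 SD, cut at about 10% in these data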;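 further: 0% = DMSO wells and 100% = sodium butyrate wells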
SMARCA2 act = increases SMARCA2 function in MMTV reporter cells. MG213 cells, MMTV-luciferase reporter, dexamethasone, overnight. activation, % at 9.1 µM. actives 1% (n = 370,000); in the data active means activation above about 7.8%;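 further: 0% = vehicle wells and 100% = reference activator wells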
DAX1 inh-2 = inhibits human nuclear receptor DAX1. HEK293 Gal4-DAX1 luciferase reporter, luminescence. inhibition, % at 6.75 µM. actives 0.99% (n = 340,000). AID 504766;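 active means inhibition above the mean over all tested compounds plus 3 SD, cut at about 4.2% in these data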;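 further: 0% = DAX1-transfected cells with DMSO and 100% = empty-vector control cells with DMSO; inhibition shows as a rise in luminescence from relieved DAX1 repression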
PLC-beta3 inh = inhibitors of human phospholipase C beta3; Q01970; actives 0.18% (n = 370,000); inhibition, % at 12.2 µM; AID 720704; Purified PLC-beta3, fluorogenic substrate, fluorescence; in the data active means inhibition above about 11%;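 further: 0% = median of compound wells on plate and 100% = full blocker control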
ADAM17 inh = inhibitors of human ADAM17. recombinant ADAM17, EDANS/DABCYL FRET peptide cleavage. inhibition, % at 6.95 µM. actives 0.83% (n = 370,000). AID 720648;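 active means inhibition above the mean of compounds lying between control limits plus 3 SD, set per campaign, cut at about 8.5% in these data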;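 further: 0% = DMSO-only wells as the low control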
MBD2 DNA inh = inhibitors of human MBD2 binding to methylated oligonucleotide; Q9UBB5; TR-FRET; inhibition, % at 4.4 µM; actives 0.31% (n = 370,000); AID 686964; in the data active means inhibition above about 13%
PLC-gamma1 inh = PLC-gamma1 (human) inhibition, primary screen | P19174 | purified PLC-gamma1, fluorogenic substrate, fluorescence | inhibition, % at 12.2 µM | actives 0.84% (n = 370,000) | AID 720700; in the data active means inhibition above about 9.5%
Target sequence (P19174 whole entry, looked up): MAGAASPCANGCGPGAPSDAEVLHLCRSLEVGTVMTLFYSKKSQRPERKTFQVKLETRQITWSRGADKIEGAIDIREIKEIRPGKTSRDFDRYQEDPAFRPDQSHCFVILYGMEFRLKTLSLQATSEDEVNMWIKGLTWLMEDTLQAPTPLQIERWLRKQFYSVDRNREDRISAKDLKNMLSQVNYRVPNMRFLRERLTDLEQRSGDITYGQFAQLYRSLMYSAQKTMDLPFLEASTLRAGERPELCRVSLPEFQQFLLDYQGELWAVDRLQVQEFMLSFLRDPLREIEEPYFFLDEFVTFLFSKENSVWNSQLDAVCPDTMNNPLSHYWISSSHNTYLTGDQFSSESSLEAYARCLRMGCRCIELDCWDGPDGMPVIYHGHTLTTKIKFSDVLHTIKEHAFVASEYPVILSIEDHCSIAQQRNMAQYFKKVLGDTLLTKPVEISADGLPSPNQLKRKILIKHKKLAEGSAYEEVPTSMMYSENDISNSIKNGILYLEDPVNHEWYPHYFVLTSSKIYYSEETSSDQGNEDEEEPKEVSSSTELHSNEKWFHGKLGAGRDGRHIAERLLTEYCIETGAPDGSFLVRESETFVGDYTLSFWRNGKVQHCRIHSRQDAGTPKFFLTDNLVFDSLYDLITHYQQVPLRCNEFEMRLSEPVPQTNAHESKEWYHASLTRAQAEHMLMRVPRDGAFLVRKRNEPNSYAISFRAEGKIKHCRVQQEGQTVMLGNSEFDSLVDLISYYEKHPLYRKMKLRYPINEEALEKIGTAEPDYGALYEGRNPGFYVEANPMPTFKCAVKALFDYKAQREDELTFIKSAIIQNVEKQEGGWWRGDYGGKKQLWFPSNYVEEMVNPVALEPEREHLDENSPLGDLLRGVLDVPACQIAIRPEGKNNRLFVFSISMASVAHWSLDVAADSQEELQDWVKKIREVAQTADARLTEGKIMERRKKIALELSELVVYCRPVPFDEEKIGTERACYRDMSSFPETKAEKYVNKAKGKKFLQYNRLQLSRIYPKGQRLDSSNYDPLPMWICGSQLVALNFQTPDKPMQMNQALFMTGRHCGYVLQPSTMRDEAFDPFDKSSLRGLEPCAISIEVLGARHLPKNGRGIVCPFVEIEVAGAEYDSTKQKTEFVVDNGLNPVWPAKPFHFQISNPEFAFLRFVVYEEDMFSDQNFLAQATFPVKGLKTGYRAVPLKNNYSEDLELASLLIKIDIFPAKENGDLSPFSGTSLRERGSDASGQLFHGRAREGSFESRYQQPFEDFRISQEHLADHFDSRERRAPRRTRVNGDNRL
Starred values were filed as active, the others as inactive; nt = no result given. Compounds as they come; about 7.4% have a hit in one of these screens.

SMILES	ssDAF12 agonist	NR1D1 modulator	DAX1 inh-1	hcDAF-12 act	hgDAF-12 ag	SMARCA2 act	DAX1 inh-2	PLC-beta3 inh	ADAM17 inh	MBD2 DNA inh	PLC-gamma1 inh
CC(NS(=O)(=O)c1ccc(Br)cc1)C(=O)Nc1nc2ccccc2[nH]1 (stereo not drawn)	0.0	1	-0.2	1.2	0.2	2	0.8	-15	-2	1	-7
COC(=O)c1cn(NC(=O)c2cc(OC)c(OC)c(OC)c2)c(=O)c2ccccc12	-1.0	1	0.1	-0.3	1.2	0	0.1	4	-1	-1	2
Cc1cccc(N(CC(=O)NCc2ccccc2)C(=O)Cn2nnc(-c3ccc(C)o3)n2)c1	-1.9	5	-0.9	-2.3	-0.6	3	-0.4	3	-1	-2	0
CCOC(=O)C1CN(S(=O)(=O)c2ccccc2)c2cc(S(=O)(=O)CC)ccc2O1 (stereo not drawn)	-0.7	-5	0.1	-2.0	2.2	-1	0.2	1	1	-8	-2
Cc1csc(CNC(=O)CC2C(=O)NCCN2Cc2ccc(F)cc2Cl)n1 (stereo not drawn)	-1.1	5	-0.7	-0.2	-1.6	-4	0.0	-19	-4	-2	-5
CN(Cc1ccccc1)CC(O)CN(C)Cc1ccccc1	-1.1	-2	-0.7	-1.3	-0.9	-7	1.7	-4	-7	-5	1
COc1ccc(C2(O)CCN(C(=O)NC3CCCCC3)CC2)cc1	-1.4	3	0.0	-1.6	-1.4	1	0.1	0	-5	-2	-1
CCN1C(=O)CSc2ccc(C(=O)NCCCN3CCOCC3)cc21	-1.3	2	0.5	-0.3	4.0	-3	0.5	4	7	-9	6

The list continues.
SMILES	ssDAF12 agonist	NR1D1 modulator	DAX1 inh-1	hcDAF-12 act	hgDAF-12 ag	SMARCA2 act	DAX1 inh-2	PLC-beta3 inh	ADAM17 inh	MBD2 DNA inh	PLC-gamma1 inh
O=C(Cc1ccc(Br)cc1)Nc1cccc(-c2cn3c(n2)SCC3)c1	-2.0	-2	-1.0	-2.5	7.8	-4	-1.5	-6	2	4	2
CC(C)Oc1ccc(C(=O)NC(=S)Nc2ccc(CN3CCOCC3)cc2)cc1	-1.2	-2	-1.1	-1.7	0.5	1	-0.8	9	2	-2	2
CC(C)(C)NC(=O)CSc1nc2cccnc2n1C1CCCCC1	-1.4	-3	-0.2	-1.6	-2.3	-2	-0.2	-3	1	-5	0
O=C(NCCCN1CCOCC1)C1CC(=O)N(c2ccccc2)C1 (stereo not drawn)	-1.1	-4	-0.4	1.0	-1.9	-3	0.6	-3	-4	-5	1
Cc1cccc(NC(=O)CN(C)C(=O)Cc2ccc(-c3ccccc3)cc2)c1C	-1.4	5	-0.2	-0.9	-1.5	-2	-0.1	-2	2	0	1
O=C(N/N=C\c1cc2c(cc1Cl)OCO2)c1cccs1	0.1	2	2.5	3.6	13*	2	0.5	-30	-2	2	-12
C=CCn1c(Br)nc2c1c(=O)n(C)c(=O)n2C	-1.5	4	0.1	0.3	0.0	5	-0.5	4	0	-3	4
O=C1c2cccc3c(N4CCCCC4)ccc(c23)C(=O)N1c1cccc(O)c1	-0.9	61*	0.0	-0.6	6.5	1	1.4	-341	-2	-6	-215

Additional structures:
SMILES	ssDAF12 agonist	NR1D1 modulator	DAX1 inh-1	hcDAF-12 act	hgDAF-12 ag	SMARCA2 act	DAX1 inh-2	PLC-beta3 inh	ADAM17 inh	MBD2 DNA inh	PLC-gamma1 inh
Cc1c(N(C)S(=O)(=O)c2cccc(C(=O)NCc3cccnc3)c2)c(=O)n(-c2ccccc2)n1C	-1.1	-2	0.7	-0.1	1.4	-1	0.1	3	2	-8	2
CCOc1ccc(NC(=O)Cc2c(O)c3ccccc3[nH]c2=O)cc1	-0.7	-3	-0.4	-0.5	-0.3	0	0.2	-5	-12	2	-3
Cc1ccc(S(=O)(=O)Nc2ccc(-c3ccc4nncn4n3)cc2)cc1	-0.9	-2	1.1	-0.5	-0.8	-4	-0.6	-27	-4	6	-21
Nc1ccn([C@@H]2O[C@H](C(=O)N3CCN(Cc4ccccn4)CC3)[C@@H](O)[C@H]2O)c(=O)n1	-0.9	0	-1.6	-1.6	-3.5	-4	nt	0	-2	-3	0
CCN(CC)CC(O)c1ccc2ccc3ccc(O)cc3c2c1 (stereo not drawn)	0.1	-9	0.5	1.0	0.4	6	1.2	-99	-41	2	-73
CN1CCN(NC(=O)NC2CCCCC2)CC1	0.3	-2	0.5	1.9	-2.7	-3	0.8	9	2	-7	9
CSc1ccc(/C=C/C(=O)OCC(=O)N(C)CCC#N)cc1	-1.8	10	-0.4	1.0	-0.9	3	1.3	-172	-139	-9	-138
CCOc1ccccc1N1CCN(S(=O)(=O)c2cccs2)CC1	-1.4	2	0.0	0.3	-3.1	0	-0.5	2	0	2	0

The listing continues:
SMILES	ssDAF12 agonist	NR1D1 modulator	DAX1 inh-1	hcDAF-12 act	hgDAF-12 ag	SMARCA2 act	DAX1 inh-2	PLC-beta3 inh	ADAM17 inh	MBD2 DNA inh	PLC-gamma1 inh
CCOC(=O)CN(C(=O)CN1CCOCC1)c1ccc(Br)cc1	-0.9	-4	0.3	-0.2	-0.1	-3	0.8	3	-2	-2	2
CC(C)c1c(C#N)c(N)nc(SCC(=O)c2cc3ccccc3oc2=O)c1C#N	-1.0	15	0.2	-0.2	1.5	0	-1.2	-8	-2	2	-9
C=CCNC(=O)Cn1c(=O)c2c(ncn2CCC(C)C)n(Cc2ccccc2)c1=O	-1.4	5	-0.2	-2.0	0.1	3	0.6	-2	1	-5	2
COCCn1c(C)cc(C(=O)CSc2cc(C)c3ccccc3n2)c1C	-1.9	3	0.1	0.5	0.8	0	-2.5	-4	2	-1	-3
COc1ccccc1NC(=O)c1ccc(NC(=O)CSc2nnnn2C)cc1	-0.5	-4	-2.6	0.7	3.7	-1	0.0	-9	-3	0	-2
O=C(Nc1nnc(C2CC2)s1)c1cccc(S(=O)(=O)N2CC(c3ccccc3)CC2=O)c1 (stereo not drawn)	-1.6	-5	-0.2	-1.7	-2.6	-4	0.1	2	1	0	4
COc1ccc(CCNC(=O)C2CC(=O)N(c3ccccc3)C2)cc1OC (stereo not drawn)	-1.1	-4	1.0	0.9	-0.7	-1	-0.5	5	-4	-3	2
CCNC(=S)NNC(=O)c1cc(-c2cccc(OCC)c2)nc2ccccc12	0.3	0	1.2	0.9	3.4	1	1.1	-24	-11	3	-18

Further records.
SMILES	ssDAF12 agonist	NR1D1 modulator	DAX1 inh-1	hcDAF-12 act	hgDAF-12 ag	SMARCA2 act	DAX1 inh-2	PLC-beta3 inh	ADAM17 inh	MBD2 DNA inh	PLC-gamma1 inh
Cc1cc(C)c(S(C)(=O)=O)c(Oc2cccc(Cl)c2)n1	-1.3	0	-0.5	-2.9	0.5	-1	1.4	-5	-2	10	7
COC(=O)c1cn[nH]c1NC(=S)Nc1ccc(C)cc1Cl	-1.1	10	4.2*	5.1	7.8	-2	0.0	-3	3	1	-1
Cc1ccc(NC(=O)Cn2c(=S)[nH]c3ccccc32)cc1	-1.0	2	0.1	1.6	3.2	-1	-0.1	3	-1	-4	1
Nn1c(SCC(=O)NC2CCCc3ccccc32)nnc1-c1cccs1 (stereo not drawn)	-0.9	0	0.1	-1.2	2.6	-1	1.0	1	-3	-2	3
CC1Cc2ccccc2N1C(=O)COC(=O)c1ccc(S(=O)(=O)N(C)C)cc1 (stereo not drawn)	-1.0	4	-0.6	0.1	0.4	1	-0.9	4	-2	3	4
O=C(NCCOC(=O)c1ccc(F)cc1)c1ccc(F)cc1	-0.5	7	0.3	-1.5	0.7	1	-0.2	-3	0	3	8
C[C@H]1CN(CCc2ccccc2)C(=O)[C@@H]1CC(=O)Nc1ccccc1	-1.5	4	-0.5	-1.7	2.1	-1	-0.3	2	0	-1	0
CCOc1ccc(-n2c(=O)[nH]cc(C(=O)Nc3ccc(OC)c(OC)c3)c2=O)cc1	-1.5	4	-0.4	-0.6	2.6	-3	-0.4	-10	-5	0	-2

Record cards, as listed above:
COC(=O)c1cn[nH]c1NC(=S)Nc1ccc(C)cc1Cl reads ssDAF12 agonist = -1.1; NR1D1 modulator = 10; DAX1 inh-1 = 4.2*; hcDAF-12 act = 5.1; hgDAF-12 ag = 7.8; SMARCA2 act = -2; DAX1 inh-2 = 0.0; PLC-beta3 inh = -3; ADAM17 inh = 3; MBD2 DNA inh = 1; PLC-gamma1 inh = -1
CC1Cc2ccccc2N1C(=O)COC(=O)c1ccc(S(=O)(=O)N(C)C)cc1 (stereo not drawn) reads ssDAF12 agonist = -1.0; NR1D1 modulator = 4; DAX1 inh-1 = -0.6; hcDAF-12 act = 0.1; hgDAF-12 ag = 0.4; SMARCA2 act = 1; DAX1 inh-2 = -0.9; PLC-beta3 inh = 4; ADAM17 inh = -2; MBD2 DNA inh = 3; PLC-gamma1 inh = 4

Next results follow:
SMILES	ssDAF12 agonist	NR1D1 modulator	DAX1 inh-1	hcDAF-12 act	hgDAF-12 ag	SMARCA2 act	DAX1 inh-2	PLC-beta3 inh	ADAM17 inh	MBD2 DNA inh	PLC-gamma1 inh
CCOC(=O)N1CCN(S(=O)(=O)c2ccc(C(=O)Nc3ccc4c(c3)C(=O)NC4=O)cc2)CC1	-1.7	3	-0.4	2.5	0.4	2	-0.8	2	-2	3	3
COC(=O)c1ccc(CN(c2ccc(C(=O)O)c(O)c2)S(=O)(=O)c2ccc(Cl)c([N+](=O)[O-])c2)cc1	-1.4	11	0.2	-0.1	0.6	-2	-0.7	-10	11*	-1	-11
O=C1CC(N2CCN(C/C=C/c3ccccc3)CC2)C(=O)N1Cc1ccc(N2CCCC2=O)cc1 (stereo not drawn)	-2.2	-2	-1.6	-1.9	-2.7	-2	-2.6	-2	-1	3	-2
COc1ccc(NC(=O)c2ccc3c(c2)NC(=O)CS3)cc1	-1.1	1	4.4*	3.6	4.5	-1	1.0	1	9.5*	4	9
Clc1ccc(-c2n[nH]c3c2CCC3)c(Cl)c1	-0.9	-1	-0.4	-2.5	0.0	-2	-1.1	-5	1	2	-5
Cn1ncc(Oc2ccc([N+](=O)[O-])cc2)c(Cl)c1=O	-1.5	-2	-0.1	0.3	0.1	-2	nt	-3	-1	-5	2

Some of these compounds in order of number of heavy atoms, low to high:
SMILES	ssDAF12 agonist	NR1D1 modulator	DAX1 inh-1	hcDAF-12 act	hgDAF-12 ag	SMARCA2 act	DAX1 inh-2	PLC-beta3 inh	ADAM17 inh	MBD2 DNA inh	PLC-gamma1 inh
Clc1ccc(-c2n[nH]c3c2CCC3)c(Cl)c1	-0.9	-1	-0.4	-2.5	0.0	-2	-1.1	-5	1	2	-5
CCOC(=O)N1CCN(S(=O)(=O)c2ccc(C(=O)Nc3ccc4c(c3)C(=O)NC4=O)cc2)CC1	-1.7	3	-0.4	2.5	0.4	2	-0.8	2	-2	3	3
COC(=O)c1ccc(CN(c2ccc(C(=O)O)c(O)c2)S(=O)(=O)c2ccc(Cl)c([N+](=O)[O-])c2)cc1	-1.4	11	0.2	-0.1	0.6	-2	-0.7	-10	11*	-1	-11
